High-throughput results deposited in PubChem BioAssay by Sanford-Burnham Center for Chemical Genomics.
SIAH1 antagonists: Siah-1 peptide-binding antagonists, primary screen, biochemical, fluorescence polarization, rhodamine-plectin, uHTS (AID 1817) | E3 ubiquitin-protein ligase SIAH1 (Homo sapiens) | Siah-1 / rhodamine-plectin peptide fluorescence polarization; higher % means a stronger effect | displacement, % at 20 µM, or IC50 in µM where a hit was titrated | 0.02% of 290,000 active;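 active = displacement of at least 50% at 20 µM, with a fluorescence ratio check between 0.3 and a set limit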;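 note: plate controls were Siah plus tracer with DMSO for no effect and tracer alone without Siah for full effect; strong numbers were not always called active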
KOR beta-arrestin-1: KOR antagonists, beta-arrestin recruitment, cell-based, luminescence, uHTS (AID 1778); Kappa-type opioid receptor (Homo sapiens); KOR beta-arrestin recruitment, luminescence, antagonist mode; higher % means a stronger effect; inhibition, % at 10 µM, or IC50 in µM where a hit was titrated; 0.091% of 290,000 active; in the data active = inhibition above about 50%; note: strong numbers were not always called active
GPR55 activation: GPR55 agonists via beta-arrestin recruitment, primary screen, imaging, U2OS cells, beta-arrestin-GFP redistribution (AID 1961). G-protein coupled receptor 55 (Homo sapiens). 0.048% of 290,000 active. U2OS GPR55 beta-arrestin-GFP redistribution imaging; higher % means a stronger effect. one-dose activation, % at 10 µM; EC50 in µM for titrated hits;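 active = activation above 40% with more than 50 cells counted in the well; inconclusive = wells holding fewer than 50 cells, flagged as toxic or sparse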;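 note: U2OS osteosarcoma cells stably expressing GPR55 and beta-arrestin-GFP; plate controls were DMSO negative control for no effect and LPI positive control for full effect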
HIV fusion peptide: inhibitors of HIV fusion peptide binding, primary screen, biochemical, uHTS, fluorescence dequenching (AID 1986); cell-free peptide binding, fluorescence dequenching, 30 min; higher % means a stronger effect; one-dose inhibition, % at 20 µM; IC50 in µM for titrated hits; 0.3% of 290,000 active; in the data active = inhibition mostly above about 52%, no sharp cut-off; inactive = mostly below about 76%; note: some results filed as inactive read as strong as hits
GPR35 antagonists: GPR35 antagonists blocking zaprinast-driven arrestin recruitment, primary screen, imaging, U2OS, beta-arrestin-GFP, zaprinast agonist (AID 2058); G-protein coupled receptor 35 (Homo sapiens); U2OS GPR35 beta-arrestin-GFP translocation imaging, zaprinast antagonism; higher % means a stronger effect; inhibition, % at 10 µM; hits with a dose series show IC50 in µM; 0.052% of 290,000 active;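 active = inhibition of at least 50% with at least 30 cells and total cytoplasm GFP at most 10,000,000; inconclusive = under 30 cells or total GFP of 10,000,000 plus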
AID2073: inhibitors of Mint1-CaV2.2 protein interaction, biochemical, HTRF (AID 2073). Voltage-dependent N-type calcium channel subunit alpha-1B (Homo sapiens). HTRF protein-protein interaction, Mint1-CaV2.2; higher % means a stronger effect. one-dose inhibition, % at 20 µM; IC50 in µM for titrated hits. 0.19% of 290,000 active; in the data active = inhibition mostly above about 51%, no sharp cut-off; inconclusive = no clear call, values can overlap the other calls; inactive = mostly below about 53%; note: some results filed as inactive read as strong as hits
KOR beta-arrestin-2: KOR agonists, beta-arrestin recruitment, primary screen, cell-based, luminescence, uHTS (AID 1777); Kappa-type opioid receptor (Homo sapiens); KOR beta-arrestin recruitment, luminescence; higher % means a stronger effect; activation, % at 10 µM; hits with a dose series show EC50 in µM; 0.02% of 280,000 active; in the data active = activation above about 50%, passing the limit was not always enough; note: a part of the inactive calls stands beside numbers as strong as those of hits
GPR55 antagonists: GPR55 antagonists blocking LPI-driven arrestin recruitment, primary screen, imaging, U2OS, beta-arrestin-GFP, LPI agonist (AID 2013) | G-protein coupled receptor 55 (Homo sapiens) | U2OS GPR55 beta-arrestin-GFP translocation imaging, LPI antagonism; higher % means a stronger effect | inhibition, % at 10 µM; hits with a dose series show IC50 in µM | 0.13% of 290,000 active;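 active = spots per cell inhibited over 60%, with over 100 cells counted and total cytoplasm intensity under 500,000; inconclusive = wells with under 100 cells, flagged as likely toxic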;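 note: U2OS cells stably carrying GPR55 and arrestin-GFP stimulated by 5 µM LPI near EC80; imaged beta-arrestin-GFP aggregate spots per cell after agonist stimulation; plate controls were LPI-stimulated DMSO wells for no effect and DMSO wells without LPI for full effect; some results filed as inactive read as strong as hits; confirmed hits need IC50 under 10 µM and bright autofluorescent wells are also inconclusive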
NOD1 inhibition: NOD1 signaling inhibitors, primary screen, cell-based, luminescence, uHTS (AID 1578); NOD1-driven NF-kB luciferase reporter cells, luminescence; higher % means a stronger effect; inhibition, % at 4 µM, or EC50 in µM where a hit was titrated; 1% of 290,000 active; in the data active = inhibition mostly above about 36%, no sharp cut-off; inactive = mostly below about 34%;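 note: HEK-293T reporter cells stimulated with the NOD1 agonist gamma-tri-DAP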
An asterisk follows results filed as active; ? = inconclusive; . = no result given; [ ] = remark or other dose.

| mol | SIAH1 antagonists | KOR beta-arrestin-1 | GPR55 activation | HIV fusion peptide | GPR35 antagonists | AID2073 | KOR beta-arrestin-2 | GPR55 antagonists | NOD1 inhibition |
| --- | --- | --- | --- | --- | --- | --- | --- | --- | --- |
| CCOC(=O)NC(NC(=S)Nc1ccc(OC)cc1)C(Cl)(Cl)Cl (configuration not stated) | 6% | 10% | 0.9% | 0.6% | 2% | -13% | 8.3% | 20% | -5% |
| COc1ccc(S(=O)(=O)Nc2cccc(S(=O)(=O)N3CCCCCC3)c2)cc1 | -2% | 7% | 0.2% | 2.5% | 0% | 9% | 4.3% | 0% | -27% |
| Cc1ccc(NCc2cccnc2)cc1 | 5% | -34% | 0.0% | 2.9% | 5% | 1% | 2.3% | 4% | -5% |
| O=C(Cn1ncc2ccccc21)N1CCN(c2cccc(C(F)(F)F)c2)CC1 | 6% | 36% | -0.1% | 0.1% | -5% | -4% | 5.2% | -4% | -14% |
| CCOC(=O)Cc1cnc(NC(=O)CSc2nc3ncnc(N)c3[nH]2)s1 | 2% | 8% | 0.0% | -1.4% | -7% | -6% | -1.7% | -4% | -25% |
| O=C(N/N=C/c1ccccc1)c1ccco1 | 1% | 8% | -0.2% | 0.9% | -6% | -3% | -2.5% | 8% | -10% |
| O=C(NC(=S)Nc1ccc(Br)cn1)c1cccnc1 | 0% | -21% | -0.1% | -2.6% | -2% | -12% | 2.1% | 0% | 6% |
| CCc1n[nH]c(=S)n1/N=C/c1c[nH]c2ccc(Br)cc12 | 3% | 1% | 0.2% | 2.4% | 2% | 6% | 0.1% | 1% | -23% |
| COc1ccc(C2C(C#N)=C(N)SC(N)=C2C#N)cc1OC | -1% | -12% | -0.1% | 24% | -7% | 7% | 1.9% | 5% | -26% |
| CCc1sc(C(=O)NCCCn2ccnc2)cc1Br | -6% | -4%[20 µM] | -0.2% | 1.1% | -5% | 4% | 9.2% | 3% | 50% |
| CC1CCCC(C)N1C(=O)c1cc(-c2ccc3c(c2)OCO3)on1 (configuration not stated) | 0% | -44% | 0.0% | 0.1% | -3% | 2% | 4.4% | 2% | -5% |
| CCCNC(=O)c1cccc(COCC(F)(F)C(F)F)c1 | -5% | 26% | -0.3% | -3.7% | 15% | 0% | -6.0% | -1% | -12% |
| CCCCC1CCC(C(=O)N(CCCC)c2c(N)n(CCCC)c(=O)[nH]c2=O)CC1 (configuration not stated) | -1% | -20% | ? | 1.6% | -27% | 12% | 3.9% | 4% | -18% |
| COc1ccc2c(c1)CCc1c(C(=O)NC3CCCCC3)noc1-2 | 1% | 4% | 0.6% | 0.5% | 3% | 6% | -2.9% | 18% | -32% |
| O=CN1CCN(C(=O)C(=O)c2cn(CC(=O)N3CCCCC3)c3ccccc23)CC1 | 4% | -2% | 0.7% | 1.5% | 4% | 16% | -1.6% | 0% | -43% |
| CC(c1ccccc1)n1c(SCC(=O)Nc2ccccc2)n[nH]c1=O (configuration not stated) | 2% | -2% | 0.5% | 0.0% | 1% | 3% | 2.5% | 18% | -6% |
| CCN(CC)S(=O)(=O)c1ccc2c(c1)C(=NO)c1cc(S(=O)(=O)N(CC)CC)ccc1-2 | 20% | 3% | 0.6% | -0.4% | -16% | 4% | 6.2% | -3% | -4% |
| Cc1ccc(/C=N/Nc2nc(C)cc(C)n2)cc1 | -4% | 2% | 0.5% | 0.3% | 8% | -1% | 3.0% | 1% | 8% |
| CC1(C)OC2OC(COC(=O)c3ccc([N+](=O)[O-])cc3)C3OC(C)(C)OC3C2O1 (configuration not stated) | 1% | 0% | 0.1% | 1.5% | -6% | -5% | 2.8% | 7% | -15% |
| CCOC(=O)c1cn(CC(=O)Nc2cccc(Cl)c2)nn1 | -4% | -14% | 1.2% | -0.3% | -7% | -4% | 5.0% | -7% | -25% |
| Cc1ccc(-n2nc3c(c2NC(=O)C2CC2)CS(=O)(=O)C3)cc1C | 1% | -8% | -0.2% | 1.7% | 6% | -1% | -0.6% | 10% | -32% |
| O=C(CCl)Nc1ccccc1C(=O)c1ccccc1 | 1% | -32% | -0.3% | -0.7% | -6% | -2% | 3.2% | 13% | -14% |
| O=C(NCC1CCCO1)C1CCN(C2CCN(C(=O)C3CCCCC3)CC2)CC1 (configuration not stated) | 7% | -20% | 0.3% | 1.8% | 11% | -12% | 0.1% | 11% | -32% |
| CC(CC(=O)Nc1cccnc1)c1ccccc1 (configuration not stated) | -1% | -4% | -0.1% | 1.0% | 15% | 5% | -4.0% | -3% | -54% |
| CN(Cc1ccccn1)C(=O)CC1C(=O)NCCN1Cc1ccc(F)cc1Cl (configuration not stated) | 5% | -51% | -0.1% | 4.4% | 15% | 0% | 0.8% | 18% | -14% |
| c1ccc(-c2nc(-c3cccnc3)n[nH]2)cc1 | 14% | 31% | 0.3% | -0.8% | -4% | -7% | -1.3% | 9% | -28% |
| CCC(=O)Nc1c(-c2cccs2)c(=O)c2ccccc2n1C | -6% | -50% | -0.1% | -1.9% | 5% | 3% | 1.7% | 8% | 16% |
| O=C(Cc1ccc(-n2c(=O)[nH]c3ccsc3c2=O)cc1)NCc1cccnc1 | -5% | -18% | 0.3% | 0.3% | 0% | 0% | 2.3% | -15% | 16% |
| C=CCN1C(=O)C2(OCCCO2)c2c(C)ccc(C)c21 | 1% | -3% | -0.2% | -0.4% | -14% | -8% | 3.5% | 6% | -27% |
| O=C(CSc1nc2ccccc2c(=O)n1-c1ccccc1)NCc1ccco1 | -2% | 31% | -0.1% | -0.2% | 12% | -3% | 13% | 5% | 19% |
| Cc1cc(-c2ccco2)n(-c2ccccc2)n1 | 0% | -22% | -0.2% | -0.8% | -5% | 28% | -8.4% | -3% | 20% |
| CCCOc1ccc(C(=O)N/N=C/c2ccc(-c3ccc(S(=O)(=O)Nc4ncccn4)cc3)o2)cc1 | -6% | -43% | 0.0% | 0.1% | 16% | 1% | 5.0% | 7% | -16% |
| O=C(Nc1ccc2c(c1)CCC2)c1cccc(S(=O)(=O)N2CCN(c3ccccc3)CC2)c1 | -4% | 5% | 0.3% | 1.7% | 12% | 16% | 8.6% | 10% | -5% |
| O=[N+]([O-])c1cnn2cc(Br)cnc12 | 13% | 5% | 0.6% | 0.1% | -13% | -16% | -2.1% | 3% | -20% |
| O=[N+]([O-])c1ccc(N/N=C\c2cccnc2)nc1 | -3% | 9% | -0.2% | -1.6% | -1% | -3% | . | 1% | -27% |
| CN(C)c1nn(C(=O)Nc2ccc(Cl)cc2Cl)cc1-c1ccccc1 | -4% | -12% | -0.1% | 10% | 18% | -1% | 4.5% | -10% | -19% |
| O=C(Nc1cccc(F)c1)C1CCN(C(=O)N2CCOc3ccccc32)CC1 | 4% | 29%[20 µM] | 0.0% | 0.2% | -2% | -2% | -0.5% | 6% | -15% |
| CCOC(=O)c1cc(NC(=O)c2ccc(C)cc2)c(=O)oc1-c1ccccc1 | 1% | -14% | -0.1% | -0.5% | 11% | 11% | 0.4% | 16% | 20% |
| COc1ccc(C(=O)Nc2cccnc2)cc1 | -6% | 12% | -0.1% | 1.6% | -2% | 4% | -1.3% | 6% | -18% |
| Cc1ccc(S(=O)(=O)N(C)/N=C/C=C/c2ccccc2)cc1 | 0% | -12% | 0.3% | -0.8% | 3% | -1% | -2.4% | 7% | -10% |

3 of the compounds above, with values under each structure:
Values run as follows: SIAH1 antagonists, KOR beta-arrestin-1, GPR55 activation, HIV fusion peptide, GPR35 antagonists, AID2073, KOR beta-arrestin-2, GPR55 antagonists, NOD1 inhibition
Cc1cc(-c2ccco2)n(-c2ccccc2)n1
→ 0%, -22%, -0.2%, -0.8%, -5%, 28%, -8.4%, -3%, 20%
CN(C)c1nn(C(=O)Nc2ccc(Cl)cc2Cl)cc1-c1ccccc1
→ -4%, -12%, -0.1%, 10%, 18%, -1%, 4.5%, -10%, -19%
O=[N+]([O-])c1cnn2cc(Br)cnc12
→ 13%, 5%, 0.6%, 0.1%, -13%, -16%, -2.1%, 3%, -20%

(listing goes on)
| mol | SIAH1 antagonists | KOR beta-arrestin-1 | GPR55 activation | HIV fusion peptide | GPR35 antagonists | AID2073 | KOR beta-arrestin-2 | GPR55 antagonists | NOD1 inhibition |
| --- | --- | --- | --- | --- | --- | --- | --- | --- | --- |
| COc1ccc(CNC(=O)c2nccnc2CO)cc1 | 6% | 28% | -0.2% | 0.4% | -5% | -5% | -5.2% | 4% | -6% |
| CCCCOC(=O)Nc1nc2ccc([N+](=O)[O-])cc2s1 | -3% | -1% | -0.2% | -0.3% | -19% | 13% | 2.7% | 1% | -31% |
| Cc1ccnc(NC(=O)c2cccc(NC(=O)Cc3ccccc3)c2)c1 | -3% | -27% | -0.2% | 0.8% | 0% | -10% | 9.3% | 4% | -42% |
| CCOC(=O)N1CCN(S(=O)(=O)c2ccc(C)cc2)C1c1ccccc1 (configuration not stated) | 2% | -25% | -0.3% | 4.1% | 6% | -4% | -1.4% | 6% | 7% |
| Cc1nnsc1C(=O)Nc1ccc(S(=O)(=O)N2CCC(C)CC2)cc1 | -2% | -38% | -0.2% | -0.9% | -5% | 3% | -1.1% | -19% | -36% |
| Cc1ccc(Sc2nc3ccc(C)cn3c(=O)c2/C=N/O)cc1 | 7% | 24% | -0.7% | -1.6% | -13% | 10% | -0.6% | 15% | -15% |
| COc1cccc(CN(C(=O)COc2ccc(C)cc2)C2CCS(=O)(=O)C2)c1 (configuration not stated) | 2% | 1% | 0.0% | -1.2% | 9% | 10% | 1.8% | -3% | -13% |
| O=C(NNS(=O)(=O)c1ccccc1)C1CC(c2cccnc2)=NO1 (configuration not stated) | 2% | -26% | 0.0% | -0.7% | -5% | ? | 2.9% | 12% | -32% |
| CCC(Oc1ccc(F)cc1)C(=O)N1CCCCCCC1 (configuration not stated) | 8% | -23%[20 µM] | 0.3% | 0.9% | -8% | 6% | -1.3% | 8% | -24% |
| O=C(CSc1nc2nc[nH]c2c(=O)[nH]1)NC1CCCCC1 | 4% | -8% | -0.2% | -1.0% | -9% | 0% | -4.8% | 12% | -14% |
| COc1cc2c(cc1OC)CN(C(=O)c1oc3ccccc3c1C)CC2 | 5% | -14% | ? | 1.2% | -6% | 5% | 0.2% | -2% | 0% |
| Cc1cc(Nc2cc(F)ccc2C)n2nc(C)nc2n1 | -1% | -28% | -0.2% | 1.0% | 1% | 0% | 4.0% | 3% | 36% |
| N#CCc1c(C#N)c(N)nc(Nc2ccccc2)c1C#N | -2% | 21% | -0.1% | -0.4% | -11% | -2% | -4.2% | 1% | -4% |

These rows are one share of the data. The share of hits here may be higher or lower than overall.
